# High-throughput results as filed in PubChem BioAssay.
# hERG protect – hERG rescue from dofetilide block, primary screen, cell-based, CHO-hERG, FluxOR thallium flux, dofetilide IC70 | Voltage-gated inwardly rectifying potassium channel KCNH2 (Homo sapiens), Q12809 | dofetilide IC70 present | activation (rescue from dofetilide block), less the hit threshold, % at 10 µM | hit rate 0.51% among 310,000 | AID 1511, 2009;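 active means activation above the mean of controls blocked by dofetilide plus 5 SD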;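 further: thallium influx through hERG after potassium depolarization seen as dye fluorescence rise; in these data hits start at about 4.7%; inactives centre near -7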
# Target sequence (Q12809 whole entry, looked up): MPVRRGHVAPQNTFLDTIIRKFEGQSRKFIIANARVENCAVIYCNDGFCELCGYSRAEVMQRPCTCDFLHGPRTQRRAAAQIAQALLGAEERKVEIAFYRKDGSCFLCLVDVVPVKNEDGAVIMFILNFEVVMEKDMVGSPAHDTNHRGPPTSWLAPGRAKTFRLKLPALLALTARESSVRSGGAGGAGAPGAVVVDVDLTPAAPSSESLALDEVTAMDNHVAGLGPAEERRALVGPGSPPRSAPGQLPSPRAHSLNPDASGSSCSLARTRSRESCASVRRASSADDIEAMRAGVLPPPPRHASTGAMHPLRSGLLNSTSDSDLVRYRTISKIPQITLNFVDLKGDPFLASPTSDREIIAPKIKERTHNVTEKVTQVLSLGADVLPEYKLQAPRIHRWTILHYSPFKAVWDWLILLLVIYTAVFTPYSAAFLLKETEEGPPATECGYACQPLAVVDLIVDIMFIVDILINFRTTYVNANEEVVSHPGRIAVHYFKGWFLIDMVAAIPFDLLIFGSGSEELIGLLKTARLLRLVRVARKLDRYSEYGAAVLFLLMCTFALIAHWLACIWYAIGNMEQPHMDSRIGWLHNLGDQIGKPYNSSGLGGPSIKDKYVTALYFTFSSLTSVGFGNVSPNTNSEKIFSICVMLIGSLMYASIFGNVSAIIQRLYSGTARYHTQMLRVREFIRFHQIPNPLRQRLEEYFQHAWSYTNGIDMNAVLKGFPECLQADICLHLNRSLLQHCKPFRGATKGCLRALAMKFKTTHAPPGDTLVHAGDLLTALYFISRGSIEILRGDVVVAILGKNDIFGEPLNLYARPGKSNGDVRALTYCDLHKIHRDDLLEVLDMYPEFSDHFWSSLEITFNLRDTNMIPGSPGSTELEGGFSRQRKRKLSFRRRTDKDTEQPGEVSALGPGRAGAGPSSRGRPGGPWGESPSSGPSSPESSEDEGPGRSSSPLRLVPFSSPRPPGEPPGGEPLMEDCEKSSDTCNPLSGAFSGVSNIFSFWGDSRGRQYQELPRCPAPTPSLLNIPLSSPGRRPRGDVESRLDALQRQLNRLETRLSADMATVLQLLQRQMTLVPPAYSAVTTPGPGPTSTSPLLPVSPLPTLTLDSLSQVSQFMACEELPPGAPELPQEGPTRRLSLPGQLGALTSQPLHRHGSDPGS
# KCNQ1 block – inhibitors of human KCNQ1 channel, primary screen, cell-based, thallium flux, high-throughput; hit rate 1.3% among 310,000; CHO-K1 KCNQ1, FluxOR thallium flux fluorescence; hits give high values; Potassium voltage-gated channel subfamily KQT member 1 (Homo sapiens), P51787; B-score at 10 µM; AID 2642, 2010;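 active means compounds whose thallium flux B-score, printed positive for inhibition, exceeds three library SD while starting fluorescence stays within three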;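 further: channel opened by potassium depolarization with thallium stimulus after 20 min compound exposure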
# ANO1 block – TMEM16A chloride channel inhibitors, primary screen, cell-based, HTS. Anoctamin-1 (Mus musculus), Q8BHY3. normalized B-score (activity score, 25-100; higher = stronger inhibition) at 10 µM. HEK293 TMEM16A/YFP iodide influx fluorescence, ionomycin. AID 588511, 2011. hit rate 1.2% among 310,000;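 active means ratio plate-corrected score three or more library SD toward inhibition, starting fluorescence score within five deviations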;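 further: score derived from kinetic fluorescence span divided by baseline fluorescence per well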
# KCNQ1 pot – potentiators or activators of KCNQ1 channel, primary screen, cell-based, thallium flux, high-throughput | AID 2648, 2010 | CHO-K1 KCNQ1, thallium flux FluxOR fluorescence; hits give high values | B-score at 10 µM | Potassium voltage-gated channel subfamily KQT member 1 (Homo sapiens), P51787 | hit rate 0.35% among 310,000;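 active means fluorescence ratio B-score, a plate-corrected score, at least three library SD, with initial intensity B-score within 5 SD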
#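 Schedule – 37 °C overnight plating, 90-min dark dye load, 20-min compound pretreatment · System – stable KCNQ1 CHO-K1 line · Probe or stimulus – thallium- and potassium-containing depolarizing buffer · Measured by – kinetic FluxOR fluorescence, 10 s baseline plus 110 s post-stimulus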
# KCNK9 inh – KCNK9 potassium channel inhibitors, primary screen, HEK293 cells, thallium flux. FluxOR thallium flux fluorescence; hits give low values. Potassium channel subfamily K member 9 (Homo sapiens), Q9NPC2. B-score at 10 µM. hit rate 1.2% among 310,000;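 active means ratio B-score over 3 SD below the library mean, with starting fluorescence within 5 SD of its mean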;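 further: negative B-score means less thallium flux so channel inhibition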
# HDAC3 inhib – HDAC3 deacetylase inhibitors, primary screen, biochemical, fluorescence, cell-free homogeneous; Histone deacetylase 3 (Homo sapiens), O15379; recombinant HDAC3, fluorogenic peptide/trypsin coupled; inhibition, % at 8.3 µM; hit rate 0.15% among 320,000; in the data active means inhibition above about 26%, passing the limit was not always enough; inconclusive means no clear call, values can overlap the other calls
# SKKanGAS inh – S. pyogenes SKKanGAS growth inhibitors in kanamycin, primary screen, streptokinase expression inhibitor project, SKKanGAS strain, BacTiter-Glo luminescence. 6 h. inhibition, % at 7.5 µM. hit rate 1.3% among 300,000. AID 1662, 2009;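 active means mean replicate score, as percent of positive control median, at least 50; inconclusive means mean below 50 but one replicate at or above 50; inactive means mean and every replicate below 50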;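 further: strain carries kanamycin resistance gene driven by streptokinase promoter and grows in 40 µg/ml kanamycin; loss of luminescence reflects streptokinase promoter inhibition or plain growth inhibition; 0% = median of DMSO wells and 100% = positive control at its reference dose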
# RGS4 block – RGS4 inhibitors, primary screen, cell-based, HEK293 M3R inducible RGS4, calcium flux | Fluo-4 calcium flux; hits give high values; triggered by carbachol at its EC20 | B-score at 10 µM | hit rate 0.45% among 310,000 | AID 463165, 2010;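 active means B-score, a plate-corrected calcium signal, over three deviations above library mean, with baseline fluorescence within five deviations of library mean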;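 further: RGS4 expression induced by doxycycline in cells with stable M3 receptor; B-score is computed from the integrated fluorescence ratio over baseline after carbachol; higher B-score means a larger calcium signal and so more RGS4 inhibition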
# KCNK3 block – human KCNK3 channel inhibitors, primary screen, CHO cells, FluxOR thallium flux, B-score | hit rate 0.84% among 340,000 | FluxOR fluorescence; hits give low values | Potassium channel subfamily K member 3 (Homo sapiens), O14649 | B-score at 10 µM | AID 602410, 2012;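 active means B-score under library mean minus 4 SD, starting fluorescence ratio at most library mean plus 5 SD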;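 further: more negative B-score means stronger inhibition of thallium flux through KCNK3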
# TMEM16A act – TMEM16A chloride channel activators or potentiators, primary screen, cell-based, HTS; HEK293 TMEM16A/YFP-H148Q/I152L, iodide quench fluorescence; hits give low values; hit rate 0.3% among 340,000; AID 623877, 2012; B-score at 10 µM;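 active means fluorescence-ratio B-score plate-corrected deviation score at least 3 library SD below zero, with starting fluorescence score within 5 deviations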;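 further: channel opened by trigger with iodide after compound preincubation; score built on the fluorescence ratio of max minus min over baseline; more negative score means more quench and so TMEM16A activation or potentiation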
# RGS4 pot – RGS4 potentiators or activators, primary screen, cell-based, HEK293 M3R inducible RGS4, calcium flux | carbachol calcium flux Fluo4; hits give low values | B-score at 10 µM | hit rate 0.92% among 310,000 | AID 463111, 2010;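 active means B-score of the integrated calcium signal more than 4 SD below the library mean, with starting fluorescence not abnormally high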;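 further: negative B-score means reduced calcium response which marks RGS4 activation or potentiation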
#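 Also added: carbachol at ECmax as muscarinic agonist stimulus; Assay system: HEK293 cells with stable M3R and inducible RGS4; Timing: overnight RGS4 induction, 30 min dye load 37 °C, 20 min compound RT; Measured by: Fluo4-AM (2 µM) calcium-flux fluorescence, kinetic read.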
# * hit, by the source's call; i = inactive; ? = inconclusive; nt = no result given.
# The line under a structure holds: hERG protect, KCNQ1 block, ANO1 block, KCNQ1 pot, KCNK9 inh, HDAC3 inhib, SKKanGAS inh, RGS4 block, KCNK3 block, TMEM16A act, RGS4 pot
CC[C@H](C)[C@H](NC(=O)c1ccc(Cl)cc1)C(=O)OCC(=O)c1ccc2c(c1)NC(=O)CO2
 : -8, i, i, i, i, -14, 0, i, i, i, i
COc1ccc(S(=O)(=O)Nc2ccc(F)cc2)c(C)c1C
 : -8, i, i, i, i, 4, -2, i, i, i, i
CCOC(=O)c1ccc(NC(=O)c2sc3nc4n(c(=O)c3c2C)CCC4)cc1
 : -7, i, i, i, i, 5, 62*, i, i, i, i
CC(=O)Nc1ccc(S(=O)(=O)NCCC(=O)NCCc2ccc(F)cc2)cc1
 : -7, i, i, i, i, -5, -25, i, i, i, i
COc1ccc(Nc2nc(NCc3ccco3)nc(N/N=C/c3ccc(O)cc3)n2)cc1
 : -10, i, i, i, i, ?, 11, i, i, i, i
CCc1nn2c(N(C)CCO)cc(C)nc2c1-c1ccc(F)cc1
 : -4, i, i, i, i, -1, -1, i, i, i, i
O=C(/C=C/c1cccc([N+](=O)[O-])c1)NCc1ccccc1
 : -6, i, i, i, i, 1, 1, i, i, i, i
Cc1ccc(-c2nnc(Nc3ccc4c(c3)OCO4)c3ccccc23)cc1S(=O)(=O)NC(C)C
 : -14, i, i, i, i, 11, 26, i, i, i, i
Cn1c(Oc2ccccc2)c(C=O)c2ccccc21
 : -9, i, i, i, i, 1, 6, i, i, i, i
Cc1noc(C)c1CSCC(=O)N(C)CC(=O)Nc1ccc(F)cc1
 : -6, i, i, i, i, 7, 4, i, i, i, i
CCCCOc1ccc(C(=O)Nc2ccc(N3CCN(C)CC3)cc2)cc1
 : -7, i, i, i, i, 2, 1, i, i, i, i
CCN(CC)S(=O)(=O)c1ccc2c(c1)nc(CCC(=O)OCC(=O)Nc1cc(OC)cc(OC)c1)n2C
 : -8, i, i, i, i, -2, 4, i, i, i, i
Cc1ccc(-n2cccc2C(=O)NS(=O)(=O)c2ccc(C)cc2)cc1
 : -19, i, i, i, i, -5, -3, i, i, i, i
COc1ccc(O[C@@H]2O[C@H](COC(C)=O)[C@@H](OC(C)=O)[C@H](OC(C)=O)[C@H]2NC(C)=O)cc1
 : -2, i, i, i, i, 3, -7, i, i, i, i
NC(=O)CC(NC(=O)c1ccccc1)C(=O)O (stereo not given)
 : -2, i, i, i, i, 3, 2, i, i, i, i
Cc1c(NC(=O)C(C)NCC2CCCO2)c(=O)n(-c2ccccc2)n1C (stereo not given)
 : -9, i, i, i, i, -6, 7, i, i, i, i
Cc1cc2nc(-c3ccc4c(c3)CCC4)ccn2n1
 : -17, i, i, i, i, 6, 7, i, i, i, i
CCOC(=O)C1(CCCc2ccccc2)CCN(C(=O)CCC2=NNC(=O)CC2)CC1
 : -11, i, i, i, i, 6, -3, i, i, i, i
Nc1nc(Nc2ccccc2F)nc(NCc2ccco2)c1[N+](=O)[O-]
 : -3, i, i, i, i, 9, 0, i, i, i, i
Cc1nc(S(=O)(=O)Cc2ccc(Cl)cc2)nc2c1CCC2
 : 2, i, i, i, i, -4, -6, i, i, i, i
COc1ccccc1Cn1c(=S)[nH]c2ccc(Br)cc2c1=O
 : 2, i, i, i, i, -9, 5, i, i, i, i
O=C(NCCCc1ccccc1)c1ccncc1
 : -5, i, i, i, i, -5, 0, i, i, i, i
COc1ccccc1-c1nnc2sc(COc3ccc(Cl)cc3)nn12
 : -6, i, i, i, i, 2, 19, i, i, i, i
Cc1coc2c1c(C)cc1oc(=O)c(CC(=O)NCC(=O)NCC(=O)O)c(C)c12
 : 1, i, i, i, i, -23, 9, i, i, i, i
CCOc1ccc2nc(-c3ccccc3)nc(SCC(=O)OC)c2c1
 : -3, i, i, i, i, -1, -2, i, i, i, i
CCc1c(C)[nH]c(=S)c(C#N)c1C
 : -8, i, i, i, i, 14, -2, i, i, i, i
C/C(N)=C(/C#N)C(=O)CSc1nc2cc(Cl)ccc2c(=O)n1Cc1ccco1
 : -14, i, i, i, i, 5, 61*, i, i, i, i
Cc1ccc(O)c(-c2cc(C(=O)Nc3c(C)n(C)n(-c4ccccc4)c3=O)[nH]n2)c1
 : -2, i, i, i, i, 14, -4, i, i, i, i
Cc1csc(Sc2nc3c(c(=O)[nH]c(=O)n3C)n2Cc2ccccc2Cl)n1
 : -10, i, i, i, i, 12, -4, i, i, i, i
CC1(c2ccccc2Cl)NC(=O)N(CC(=O)NCc2ccco2)C1=O (stereo not given)
 : -4, i, i, i, i, 8, -4, i, i, i, i

# Fetched by compound from the entries so far, 2 records:
# The line under a structure holds: hERG protect, KCNQ1 block, ANO1 block, KCNQ1 pot, KCNK9 inh, HDAC3 inhib, SKKanGAS inh, RGS4 block, KCNK3 block, TMEM16A act, RGS4 pot
CCOC(=O)c1ccc(NC(=O)c2sc3nc4n(c(=O)c3c2C)CCC4)cc1
 : -7, i, i, i, i, 5, 62*, i, i, i, i
COc1ccc(S(=O)(=O)Nc2ccc(F)cc2)c(C)c1C
 : -8, i, i, i, i, 4, -2, i, i, i, i

# Continued.
# The line under a structure holds: hERG protect, KCNQ1 block, ANO1 block, KCNQ1 pot, KCNK9 inh, HDAC3 inhib, SKKanGAS inh, RGS4 block, KCNK3 block, TMEM16A act, RGS4 pot
CN(C)S(=O)(=O)N(CC(=O)Nc1ccccc1F)c1ccccc1
 : -7, i, i, i, i, -9, -2, i, i, i, i
COc1ccc(S(=O)(=O)N2CCN(C(=O)c3cccnc3)CC2)cc1OC
 : -11, i, i, i, i, 2, -2, i, i, i, i
COc1ccc(/C=N/NC(=O)c2ccc3nc[nH]c3c2)cc1OC
 : -13, i, i, i, i, 6, 4, i, i, i, i
Cc1occc1C(=O)N1CCCC(CO)(Cc2ccc(F)cc2F)C1 (stereo not given)
 : -11, i, i, i, i, -4, -7, i, i, i, i
O=C(CCSc1nc(-c2ccco2)cc(C(F)(F)F)n1)N1CCN(c2ccccc2)CC1
 : -12, i, i, i, i, 1, 6, i, i, i, i
COc1ccc(Nc2ccccc2N)cc1
 : -5, i, i, i, i, 7, 26, i, i, i, i
C=CCN(c1ccccc1)S(=O)(=O)c1cccc(C(=O)Nc2ncccc2O)c1
 : -7, i, i, i, i, 3, 6, i, i, i, i
Cc1nn(-c2ccc(F)cc2)c(Cl)c1/C=N/NC(=O)c1ccc(O)cc1
 : -29, i, i, i, i, 4, 11, i, i, i, i
O=C(NC(Cc1c[nH]c2ccccc12)C(=O)N/N=C/c1ccc(Br)cc1)c1cccs1 (stereo not given)
 : -6, i, i, i, i, 14, 67*, i, i, i, i
CCN(CC)S(=O)(=O)c1cccc(NC(=O)COC(=O)c2ccc(Br)o2)c1
 : -5, i, i, i, i, 5, -8, i, i, i, i
CCOc1ccc(N2C(=O)C3C(c4ccc(O)cc4)NC(CCSC)(C(=O)OC)C3C2=O)cc1 (stereo not given)
 : -12, i, i, i, i, 1, -4, i, i, i, i
O=C(C1CCCO1)N1N=C(c2ccc(Br)cc2)CC1c1ccco1 (stereo not given)
 : -6, i, i, i, i, nt, 6, i, i, i, i
Cc1cccc(C(=O)Nc2nnc(SCC(=O)NC3CC3)s2)c1
 : -3, i, i, i, i, 5, -4, i, i, i, i
O=[N+]([O-])c1ccc(N2CCN(c3ccc(F)cc3)CC2)cc1
 : -7, i, i, i, i, 6, 1, i, i, i, i
COc1ccc(S(=O)(=O)NCC2CCCN(Cc3ccc(C)o3)C2)cc1 (stereo not given)
 : -10, i, i, i, i, 1, -3, i, i, i, i
Cc1nc([N+](=O)[O-])c(Sc2nc3ccccc3n2C)n1Cc1ccccc1
 : -6, i, i, i, i, -6, 20, i, i, i, i
NS(=O)(=O)c1ccc(CCNC(=O)C2CCCCN2S(=O)(=O)c2ccccc2)cc1 (stereo not given)
 : -11, i, i, i, i, 6, -6, i, i, i, i
CCN(CC(=O)Nc1cccc(OC)c1)C(=O)c1ccco1
 : -3, i, i, i, i, 6, 5, i, i, i, i
COc1ccccc1N1CC(C(=O)Nc2cccc(C(=O)O)c2)CC1=O (stereo not given)
 : -7, i, i, i, i, 0, -6, i, i, i, i
Cc1ccc(NC(=O)CCC(=O)NCCO)cc1
 : -5, i, i, i, i, -7, 2, i, i, i, i
CCCCSc1nnc(-c2ccccc2)c2ccccc12
 : -17, i, 100*, i, -15*, 6, 5, i, i, i, i
COc1ccc(OCc2cc(C(=O)N(C)C(C)c3ccon3)no2)c(Cl)c1 (stereo not given)
 : -11, i, i, i, i, 4, 1, i, i, i, i
Cc1cc(NC(=O)COC(=O)CC2CCCC2)c([N+](=O)[O-])cc1C
 : -17, i, i, i, i, 3, 6, i, i, i, i
Cc1cccc(OCCSc2nc3ncnc(N)c3[nH]2)c1
 : -2, i, i, i, i, -1, 2, i, i, i, i
COc1cccc(C2CC(c3c(-c4ccccc4)c4cc(Cl)ccc4[nH]c3=O)=NN2S(C)(=O)=O)c1OC (stereo not given)
 : -14, i, i, i, i, -1, 19, 5.2*, i, i, i
CCCCOc1ccc(-c2ncc(C(=O)OCC)c(N)n2)cc1
 : -12, i, i, i, i, 2, 5, i, i, i, i
O=C(c1cc2c(s1)-c1ccccc1OC2)N1CCc2ccccc2C1
 : -11, i, i, i, i, -91, 33, i, i, i, i
Cn1c(C(=O)O)ccc1S(=O)(=O)N(Cc1ccccc1)Cc1ccccc1
 : -9, i, i, i, i, 0, 0, i, i, i, i
COCCSc1ccccc1C(=O)N1CCN(c2ccccc2)CC1
 : -14, i, i, i, i, 3, 3, i, i, i, i
